LANA DNA inh: KSHV C-LANA DNA binding inhibition; MBP-C-LANA/FAM-LBS DNA binding, fluorescence polarization; inhibition, % at 9 µM; hit rate 0.078% among 340,000;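 active means highest replicate inhibition at or above 60% at 9 µM, even if other replicates fall short; inactive means all replicates below 60% inhibition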;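 further: 0% = neutral control wells and 100% = 4 µM acridine orange control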
HTR5A ag: HTR5A agonism, opioid heterodimer counter-screen; HTR5A agonist assay, luminescence, cell-based; activation, % at 9.3 µM; hit rate 0.61% among 340,000; AID 504692; in the data active means activation mostly above about 9.5%, no sharp cut-off; inactive means mostly below about 7.6%;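 further: 0% = cells with vehicle only and 100% = reference agonist; strong numbers were not always called active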
Target sequence (P47898 whole entry, looked up): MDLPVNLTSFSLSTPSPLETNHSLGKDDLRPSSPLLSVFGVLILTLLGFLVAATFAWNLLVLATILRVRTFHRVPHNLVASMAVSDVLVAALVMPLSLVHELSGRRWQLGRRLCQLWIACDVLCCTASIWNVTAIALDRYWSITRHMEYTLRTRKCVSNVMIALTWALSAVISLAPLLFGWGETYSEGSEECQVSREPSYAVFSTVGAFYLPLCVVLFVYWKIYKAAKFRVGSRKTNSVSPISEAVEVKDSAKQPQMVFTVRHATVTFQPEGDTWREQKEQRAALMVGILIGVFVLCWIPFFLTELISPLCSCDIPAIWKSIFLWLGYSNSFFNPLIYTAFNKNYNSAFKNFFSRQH
MOR-DOR inv ag: mu-delta opioid heterodimer inverse agonism. hit rate 0.21% among 340,000. inhibition, % at 9.3 µM. AID 504357. P35372+P41143. cell-based MOR-DOR heterodimer luminescence; in the data active means inhibition above about 22%, passing the limit was not always enough;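 further: 0% = cells with DMSO and 100% = wells without cells with DMSO; values of inactives mirror those of a sister screen read the other way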
HTR5A inv ag: inverse agonist of human HTR5A in OPRM1-OPRD1 counter-screen; P47898; HTR5A cell line, luminescence, inverse agonism; inhibition, % at 9.3 µM; hit rate 0.083% among 340,000; AID 504634; in the data active means inhibition mostly above about 23%, no sharp cut-off; inactive means mostly below about 18%;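 further: 0% = cells with DMSO and 100% = no-cell wells with DMSO; some compounds called inactive have numbers as strong as hits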
Keap1 Nrf2 FP: Keap1-Nrf2 (human) interaction inhibition. Keap1 Kelch-Nrf2 peptide fluorescence polarization, 1536-well. inhibition, % at 9.4 µM. hit rate 0.15% among 340,000. AID 504523; in the data active means inhibition above about 12%;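 further: human Keap1 Kelch domain with fluorescein labeled Nrf2 9mer peptide probe; 0% = neutral control wells and 100% = peptide positive control; higher means more block of Keap1 binding to Nrf2 peptide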
Target sequence (Q14145 whole entry, looked up, the tested form may be a part): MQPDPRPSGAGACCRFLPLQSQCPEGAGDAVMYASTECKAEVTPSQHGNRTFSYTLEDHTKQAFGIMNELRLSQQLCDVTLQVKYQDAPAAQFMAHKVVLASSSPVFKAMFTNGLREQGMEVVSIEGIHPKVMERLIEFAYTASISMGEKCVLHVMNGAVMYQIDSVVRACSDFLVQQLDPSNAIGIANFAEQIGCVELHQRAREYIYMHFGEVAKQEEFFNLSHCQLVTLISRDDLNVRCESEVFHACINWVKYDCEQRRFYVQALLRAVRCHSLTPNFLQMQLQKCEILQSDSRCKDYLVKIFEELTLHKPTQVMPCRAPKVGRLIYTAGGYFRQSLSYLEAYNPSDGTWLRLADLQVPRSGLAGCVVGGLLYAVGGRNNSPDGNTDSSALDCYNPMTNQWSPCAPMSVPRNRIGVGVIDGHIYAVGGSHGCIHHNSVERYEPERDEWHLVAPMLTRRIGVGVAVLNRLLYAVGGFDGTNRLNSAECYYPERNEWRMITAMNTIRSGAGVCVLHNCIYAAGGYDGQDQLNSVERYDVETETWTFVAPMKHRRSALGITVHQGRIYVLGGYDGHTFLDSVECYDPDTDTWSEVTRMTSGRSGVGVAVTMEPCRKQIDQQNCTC
RTF Ca sens inh: cardiac RTF calcium desensitization; hit rate 0.12% among 340,000; IANBD-labeled cardiac RTF, Ca2+ fluorescence; P19429+P45379; inhibition, % at 7.15 µM;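 active means inhibition above the mean inhibition of all tested compounds plus 3 SD, cut at about 17% in these data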;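 further: assay run at fixed EC70 calcium of 1.6 mM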
RTF Ca sens act: cardiac RTF calcium sensitization. activation, % at 7.2 µM. IANBD-labeled TnC RTF fluorescence at EC20 calcium; 0% EC20 calcium, 100% full calcium. hit rate 0.24% among 340,000. AID 493008;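 active means activation above the mean over all tested compounds plus 3 SD, cut at about 30% in these data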;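 further: rise in fluorescence read as greater calcium sensitivity of cardiac thin filaments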
V-ATPase pH: alters yeast V-ATPase proton transport | S. cerevisiae, pHLuorin cytosolic pH fluorescence | hit rate 0.37% among 350,000 | response, % at 10 µM; in the data active means response mostly above about 7.3%, no sharp cut-off; inactive means mostly below about 5.4%; further: actives read high; inactives centre near 0; some compounds called inactive have numbers as strong as hits; reference of the scale not given here
CAL PDZ FP: inhibitors of human CAL PDZ peptide binding | Q9HD26 | inhibition, % at 24.9 µM | hit rate 0.92% among 300,000 | purified CAL PDZ, TMR-peptide fluorescence polarization, 1 h;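 active means mean inhibition of at least 30% with at least half of replicates also reaching 30%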;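 further: 0% = DMSO neutral control and 100% = excess unlabeled competitor peptide PRC23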
OPRM1-OPRD1 ag: agonists of human mu-delta opioid receptor heterodimerization | hit rate 0.3% among 340,000 | activation, % at 9.3 µM | cells, OPRM1-OPRD1 heterodimerization, luminescence; in the data active means activation above about 18%;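 further: 0% = vehicle-treated cells and 100% = reference agonist; values of inactives mirror those of a sister screen read the other way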
An asterisk follows results filed as active; nt = not tested or not shown.

SMILES	LANA DNA inh	HTR5A ag	MOR-DOR inv ag	HTR5A inv ag	Keap1 Nrf2 FP	RTF Ca sens inh	RTF Ca sens act	V-ATPase pH	CAL PDZ FP	OPRM1-OPRD1 ag
Cc1cc(Cl)nc(Cl)c1C(=O)NCc1ccc(Cl)cc1	-0.1	-3.0	-7.9	10.7	-7.7	-16.0	-0.1	5.5	1.2	1.8
Cc1c(C(=O)NCCSCc2c(Cl)cccc2Cl)cccc1[N+](=O)[O-]	-0.4	3.8	7.3	-11.6	-1.6	-6.2	0.0	-1.2	-1.7	-1.4
Cc1nn(-c2ccccc2)c2c1C(c1ccc(O)c(O)c1)N1C(=N2)C(Nc2ccccc2)=Nc2ccccc21 (stereo unspecified)	2.1	0.6	-10.8	-0.6	-4.1	3.0	6.8	-2.3	-0.8	1.8
COc1cccc(CNC[C@H]2O[C@@H](n3cnc(C(N)=O)n3)[C@H](O)[C@@H]2O)c1OCc1ccc(F)cc1Cl	0.1	0.4	15.6	-1.6	-1.3	0.1	-9.0	-3.9	-1.1	-3.4
Cc1cc(C(F)(F)F)nn1Cc1n[nH]c(=S)n1-c1cccc(Cl)c1	-1.2	-2.3	1.1	-42.1	1.4	0.3	-12.7	2.6	-0.4	-0.2
O=C(NCCCc1ccccc1)c1cccc(NC(=O)C2CC2)c1	-0.8	0.6	24.8	-2.2	-4.5	-4.4	-3.4	-3.5	-10.1	-5.3
COC(=O)C1(Cc2cc(-c3ccc([N+](=O)[O-])cc3)no2)CCN(C(=O)OC(C)(C)C)CC1	0.9	-0.1	-26.8	2.4	-4.1	-14.4	-0.2	-2.4	1.6	4.7
COc1ccc(S(=O)(=O)NCC(=O)Nc2cccc(C)c2C)cc1OC	-1.1	3.3	10.1	14.6	-0.9	-9.7	-3.2	-3.7	nt	-2.0
CN(C)S(=O)(=O)c1ccc(NC(=O)CSc2nnc(-c3ccco3)o2)cc1	0.4	9.2	10.6	-22.9	-0.9	-2.9	-5.7	5.0	-4.2	-2.7
COc1ccc(CNC(=O)CN(Cc2ccc(Cl)cc2)S(=O)(=O)c2ccccc2)cc1	-0.5	-4.2	0.8	-2.5	-1.9	-1.4	-0.7	-4.4	1.5	-0.1
N#C/C(=C\c1cn(Cc2ccccc2)c2ccccc12)C(=O)NCc1ccco1	4.9	2.2	1.4	30.9	-4.6	-6.6	11.9	nt	-2.3	-0.3
Cc1ccc2nc(C3CCCN(C(=S)Nc4cccc(C)c4C)C3)[nH]c2c1 (stereo unspecified)	-1.2	-4.2	5.0	17.0	-0.7	0.4	-2.1	1.5	-2.0	-0.9
CN(CC(=O)NCCC1=CCCCC1)S(=O)(=O)c1ccc2c(c1)c(=O)n(C)c(=O)n2C	-0.6	9.1	13.6	-26.6	-3.1	-5.6	-7.0	-6.1	-0.4	-2.3
O=C(O)c1ccc(-c2nc3scc(-c4ccccc4)c3c(=O)[nH]2)cc1	2.0	5.6	-3.5	-15.4	0.8	-0.2	2.9	2.1	-15.2	0.7
CCN(CC)S(=O)(=O)c1cc(NC(=O)COC(=O)CCC(=O)c2ccc(F)cc2)ccc1C	-1.2	1.6	-23.2	-5.7	-4.8	-26.9	3.3	-1.9	4.9	4.4
O=C(O)CCC(=O)Nc1ccc(Br)cc1C(=O)c1ccc(Cl)cc1	-1.0	0.3	9.8	-4.4	-3.6	-10.7	1.6	-2.0	-1.7	-1.9
Cc1cc2c3c(c1)C(C)CC(C)(C)N3C(=O)C2=C(C#N)C#N (stereo unspecified)	1.4	7.7	7.2	11.8	0.7	3.2	-7.4	2.8	nt	-1.4
C=CCNC(=S)NNc1nc2c(c(=O)[nH]1)C1(CCCC1)Cc1ccccc1-2	-0.7	-4.4	-30.2	11.4	-0.5	-7.5	1.8	4.2	-2.0	5.9
CC(=O)NC(Cc1ccccc1F)C(=O)NC1CCN(c2ncccc2[N+](=O)[O-])CC1 (stereo unspecified)	-1.7	-3.7	4.9	10.3	0.3	-8.6	3.9	0.8	3.2	-1.1
CC1(C)Cc2c(sc3nc4n(c(=O)c23)CCC4)CO1	0.2	-6.6	13.2	8.3	-0.2	-6.0	3.5	1.1	8.9	-2.3
CCOC(=O)c1nnn(-c2nonc2N)c1-c1ccccc1	0.4	-10.0	8.4	23.8	-0.2	2.8	-2.4	-1.6	-1.7	-1.8
Cc1noc(C)c1C(=O)NC(Cc1c[nH]c2ccccc12)C(=O)O (stereo unspecified)	-1.5	3.1	18.5	-11.3	-1.5	2.1	-1.4	3.6	nt	-3.5
C=CCn1c(SCc2ccc(F)cc2)nc2c1c(=O)[nH]c(=O)n2C	-0.2	-1.4	14.1	3.9	-1.6	-0.1	0.8	1.0	nt	-2.7
O=C1NC(=O)/C(=C\c2ccc(Oc3cnccn3)cc2)S1	-1.0	4.3	14.3	-11.9	0.6	-12.7	-7.5	-2.1	-0.6	-2.0
CCOC(=O)C1CCCN(C(=O)c2cnn3c(C(F)(F)F)cc(-c4ccccc4)nc23)C1 (stereo unspecified)	0.6	1.1	9.5	-35.0	-5.0	1.3	3.7	-0.1	-3.0	-1.7
COc1ccc(-c2onc(C)c2-c2cscn2)c(O)c1	0.1	1.3	3.5	-3.5	-1.1	-2.0	6.7	5.5	-2.4	-0.6
Cc1ccc(NC2=C/C(=N/S(=O)(=O)c3cccs3)c3ccccc3C2=O)cc1C	0.3	4.3	-50.8	-11.2	-0.7	-1.3	0.8	0.8	-3.9	10.0
CC(NC(=O)c1ccc(NS(C)(=O)=O)cc1)c1ccccc1 (stereo unspecified)	-0.6	7.8	9.9	-28.4	-3.5	6.9	3.1	3.5	-1.8	-1.8
O=C1c2ccccc2-c2nc3ccccc3nc21	1.2	-6.3	79.4*	10.1	-1.5	-1.6	-1.3	-1.3	0.6	-16.1
Cc1ccc(OCC(=O)NNC(=O)c2cc3ccccc3o2)cc1C	-1.0	6.5	-17.4	-25.0	-0.8	-9.4	2.4	-8.3	-0.6	3.0
COc1coc(C(O)CN)cc1=O (stereo unspecified)	1.0	-1.7	-2.1	-7.9	3.8	-7.2	-3.5	1.5	-1.5	0.3
O=C(Nc1ccccc1F)c1ccccc1-c1ccccc1	1.1	0.1	10.5	9.0	-3.2	-4.3	-5.2	-2.7	-0.2	-1.7
Cc1cc(C(=O)CN2C(=O)NC3(CCCCC3C)C2=O)c(C)n1Cc1cccs1 (stereo unspecified)	-0.1	-0.4	14.9	8.9	-3.1	-3.7	-5.7	-1.2	0.2	-2.9
Cc1ccc(C2=C(CC(=O)O)C(=O)CC2)cc1	0.3	1.4	-7.3	-5.0	-5.8	-4.8	14.9	-2.7	-3.6	1.4
Cc1cccc(NC(=O)CN(C2=NC3CS(=O)(=O)CC3S2)c2ccccc2F)c1 (stereo unspecified)	1.4	-3.8	4.7	-3.3	-1.4	-2.8	1.4	3.5	-1.4	-0.8
CCOc1ccc(C(=O)NNC(=O)CN2C(=O)C3CC=CCC3C2=O)cc1OC (stereo unspecified)	14.2	0.2	16.0	-0.5	-2.0	-2.5	-0.7	2.7	5.8	-4.0
Cc1ccc(-c2n[nH]c(=O)c3ccccc23)cc1S(=O)(=O)N(C)CCO	-0.5	-1.2	10.3	11.6	-0.1	-0.1	2.8	-0.9	-4.4	-2.0
C=CCn1c(COC)nnc1SCC(=O)c1ccc(F)cc1	1.9	0.8	14.4	-42.0	-1.0	14.6	-1.0	1.4	-2.5	-2.7
CCCC(=O)Nc1cccc(NC(=O)c2ccccc2Br)c1	-0.6	1.9	-7.8	19.1	-1.7	-7.1	0.2	-0.5	-2.5	1.4
NC(=O)c1nsc(C(=O)N(CC(=O)NC2CCCCC2)c2cccc(F)c2)c1N	0.0	-5.5	5.1	14.7	-0.6	-10.2	-1.0	1.1	nt	-0.7
CCC(c1nnc(SCC(=O)NCC2CCCO2)n1Cc1ccccc1)N(C)C (stereo unspecified)	0.7	2.4	6.5	-8.5	3.4	2.5	6.8	0.6	nt	-1.2
O=C1N/C(=C/c2cccn2-c2ccccc2)C(=O)N1c1cccc(Cl)c1	0.6	-0.3	-37.0	-23.1	0.1	-3.1	6.3	1.4	0.2	6.9
NC(N)=N/N=C/c1cccc(Cl)c1Cl	1.4	-2.1	-12.2	5.9	-2.2	-4.0	-0.8	-1.8	-5.3	2.4
CC(NC(=O)c1ccc(NC2=NC3CS(=O)(=O)CC3S2)cc1)c1ccccc1 (stereo unspecified)	-1.7	-2.5	8.1	15.4	0.8	2.6	2.2	-0.7	-8.3	-1.4
Cc1c(OCC(=O)N[C@@H](Cc2c[nH]c3ccccc23)C(=O)O)ccc2c1oc(=O)c1ccccc12	0.1	-1.9	1.1	20.9	-3.0	1.3	3.3	-0.1	-0.9	-0.2

Reformatted in CSV form: part of the list above
mol,LANA DNA inh,HTR5A ag,MOR-DOR inv ag,HTR5A inv ag,Keap1 Nrf2 FP,RTF Ca sens inh,RTF Ca sens act,V-ATPase pH,CAL PDZ FP,OPRM1-OPRD1 ag
Cc1ccc(C2=C(CC(=O)O)C(=O)CC2)cc1,0.3,1.4,-7.3,-5.0,-5.8,-4.8,14.9,-2.7,-3.6,1.4
Cc1cccc(NC(=O)CN(C2=NC3CS(=O)(=O)CC3S2)c2ccccc2F)c1 (stereo unspecified),1.4,-3.8,4.7,-3.3,-1.4,-2.8,1.4,3.5,-1.4,-0.8

Next part.
SMILES	LANA DNA inh	HTR5A ag	MOR-DOR inv ag	HTR5A inv ag	Keap1 Nrf2 FP	RTF Ca sens inh	RTF Ca sens act	V-ATPase pH	CAL PDZ FP	OPRM1-OPRD1 ag
CCn1ccc(C(=O)N2CCOCC2)n1	-3.2	-0.8	-5.2	-1.9	-6.6	1.4	6.8	7.3	1.8	1.1
Cc1cccc(NC(=O)c2ccc(NC(=O)CC3SC(N4CCCC4)=NC3=O)cc2)n1 (stereo unspecified)	-0.1	2.6	5.0	-6.5	4.7	5.9	5.5	-3.3	-2.6	-0.9
CCc1nnc(NC(=O)CCc2c[nH]c3ccccc23)s1	2.4	-0.1	0.7	-31.3	-2.9	2.2	0.6	-0.4	-6.8	-0.2
Cc1nc2ccc(NC(=S)NCc3ccccc3)cc2nc1C	-2.2	-0.5	2.4	-10.2	-2.6	-2.4	-3.1	-2.8	nt	-0.5
CCOC(=O)c1c(-c2ccc(C)cc2)csc1/N=C/N(C)C	0.0	-2.2	-2.9	-11.7	-4.7	-24.5	12.3	-0.1	nt	0.6
COC(=O)Cc1ccc(NC(=S)N2CCC(Cc3ccccc3)CC2)cc1	-1.7	-1.9	0.7	7.3	-7.1	-5.5	7.2	4.3	-18.1	-0.1
CC(Sc1nn(-c2ccccc2)c(=S)s1)C(=O)NCC1CCCO1 (stereo unspecified)	0.5	7.3	-13.7	7.7	-6.9	-1.6	-1.0	6.5	5.2	3.5
CCc1cccc(CC)c1NC(=O)COC(=O)Cc1ccsc1	-0.4	-1.6	-1.7	-4.1	9.7	-8.7	5.2	1.7	-1.8	0.3
Cc1cc(C(=O)CSc2nnnn2C)c(C)n1C1CC1	0.2	1.8	8.6	-5.2	-2.6	-3.2	6.0	-0.3	-3.4	-1.7
COc1ccc(C(OC(=O)c2ccco2)C(=O)NC2CCCCC2)cc1OC (stereo unspecified)	-0.4	2.8	10.7	-38.9	-4.1	-0.2	9.2	-4.9	-2.5	-2.0
CCc1sc(C(=O)Nc2nccs2)cc1C	0.6	-2.2	8.5	8.8	-0.8	-1.3	-1.4	-2.8	-3.6	-1.5
N#Cc1cc(NCC2CCCO2)c([N+](=O)[O-])cc1C#N (stereo unspecified)	3.9	0.3	-38.6	-1.0	2.1	-7.9	9.1	-1.2	21.2	6.8

Assay outcomes deposited in PubChem BioAssay by several laboratories.
